Screening data: PubChem, several laboratories
FadD28 binding: inhibitors of FadD28 bisubstrate probe binding, primary screen, biochemical, fluorescence polarization, single point; inhibition, % at 12.5 µM; 0.22% of 360,000 active; AID 588549, 2011; in the data active = inhibition above about 8.5%, passing the limit was not always enough; inconclusive = no clear call, values can overlap the other calls
BoNT-F LC inh: BoNT/F light chain protease inhibitors, primary screen, biochemical, flow cytometry, MLPCN library; Botulinum neurotoxin type F light chain protease (Clostridium botulinum); Multiplex microsphere protease cleavage assay; inhibition, % at 10 µM; 0.22% of 360,000 active; in the data active = inhibition above about 35%, passing the limit was not always enough; inconclusive = no clear call, values can overlap the other calls; also: plate controls were buffer without enzyme for full effect and enzyme alone for no effect
Rv3671c protease: Rv3671c serine protease inhibitors, primary screen, biochemical, fluorescence polarization, M. tuberculosis H37Rv; P9WHR9; inhibition, % at 5.96 µM; 0.048% of 320,000 active; AID 2606, 2010; in the data active = inhibition above about 38%;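 also: extracellular domain of Rv3671c used as enzyme; 0% = enzyme with DMSO and 100% = no enzyme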
Target sequence (P9WHR9 whole entry, looked up, the tested form may be a part): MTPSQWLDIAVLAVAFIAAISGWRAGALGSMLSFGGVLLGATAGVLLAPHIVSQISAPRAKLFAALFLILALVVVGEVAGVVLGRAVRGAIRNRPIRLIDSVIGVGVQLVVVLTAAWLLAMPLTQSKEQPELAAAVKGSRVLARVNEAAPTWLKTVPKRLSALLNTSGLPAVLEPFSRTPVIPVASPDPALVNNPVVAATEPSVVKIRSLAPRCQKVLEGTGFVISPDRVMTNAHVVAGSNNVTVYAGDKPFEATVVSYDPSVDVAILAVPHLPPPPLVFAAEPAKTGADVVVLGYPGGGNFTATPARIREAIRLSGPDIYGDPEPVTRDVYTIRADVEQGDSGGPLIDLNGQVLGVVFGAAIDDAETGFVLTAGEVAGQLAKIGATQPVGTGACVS
GDH-TPI counter: GDH-TPI coupling enzyme inhibitors, primary screen, artefact control for M. tuberculosis FBA inhibitor project, biochemical, absorbance, full deck; inhibition, % at 4.8 µM; AID 588335, 2011; 1.2% of 360,000 active; GDH-TPI coupled enzyme counterscreen, NADH absorbance;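 also: 0% = DMSO wells and 100% = wells lacking the enzyme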
MazEF act: activators of E. coli MazEF toxin-antitoxin RNase, primary screen, biochemical, fluorescence, uHTS; Endoribonuclease toxin MazF (Escherichia coli (strain K12)), P0AE70; FAM/BHQ RNA-DNA oligo cleavage fluorescence, 5 h; activation, % at 20 µM; 0.32% of 350,000 active; AID 504720, 2011; in the data active = activation above about 50%
Target sequence (P0AE70 whole entry, looked up): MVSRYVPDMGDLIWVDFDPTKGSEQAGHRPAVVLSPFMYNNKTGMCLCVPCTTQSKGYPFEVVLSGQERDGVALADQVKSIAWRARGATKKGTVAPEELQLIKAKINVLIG
UGM FP inh: M. tuberculosis UGM enzyme inhibitors, primary screen, biochemical, fluorescence polarization, single point; inhibition, % at 10 µM; UDP-galactopyranose mutase (Mycobacterium tuberculosis (strain ATCC 25618 / H37Rv)), …; AID 504406, 2011; purified UGM, fluorescence polarization probe displacement; 0.06% of 320,000 active; in the data active = inhibition above about 10%, passing the limit was not always enough; inconclusive = no clear call, values can overlap the other calls
Target sequence (P9WIQ1 whole entry, looked up): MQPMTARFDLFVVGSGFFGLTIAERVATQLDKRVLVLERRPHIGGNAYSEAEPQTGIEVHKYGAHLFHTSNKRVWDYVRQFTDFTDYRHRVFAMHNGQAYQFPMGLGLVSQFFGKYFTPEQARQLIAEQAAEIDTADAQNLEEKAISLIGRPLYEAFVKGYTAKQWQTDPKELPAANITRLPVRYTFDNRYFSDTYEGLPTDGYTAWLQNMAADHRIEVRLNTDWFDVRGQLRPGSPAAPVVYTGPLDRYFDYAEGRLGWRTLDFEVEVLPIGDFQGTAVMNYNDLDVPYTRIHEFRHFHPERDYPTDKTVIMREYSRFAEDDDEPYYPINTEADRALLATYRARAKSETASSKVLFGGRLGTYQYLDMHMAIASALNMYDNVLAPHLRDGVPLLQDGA
CCHF vOTU inh: CCHFV vOTU protease inhibitors, primary screen, biochemical, Pep-AMC substrate, fluorescence | inhibition, % at 11.5 µM | 0.55% of 370,000 active | AID 651958, 2012; also: 0% = vehicle wells with enzyme and 100% = no enzyme wells
BioA inh: M. tuberculosis BioA enzyme inhibitors, primary screen, biochemical, plate reader, single point, HTS. inhibition, % at 9.99 µM. purified M. tuberculosis BioA enzyme. 0.096% of 360,000 active; in the data active = inhibition above about 40%; inconclusive = no clear call, values can overlap the other calls
Mtb FBA inh: Mtb FBA enzyme inhibitors, primary screen, biochemical, fluorescence, strain H37Rv | Fructose-bisphosphate aldolase (Mycobacterium tuberculosis (strain ATCC 25618 / H37Rv)), … | purified M. tuberculosis FBA, fluorescence read-out | inhibition, % at 1 µM | 2.3% of 360,000 active | AID 588726, 2011; in the data active = inhibition above about 27%;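 also: 0% = vehicle and 100% = reference inhibitor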
VHR inh abs: VHR1 phosphatase inhibitors, primary screen, biochemical, absorbance, uHTS | Dual specificity protein phosphatase 3 (Homo sapiens), P51452 | recombinant VHR phosphatase, pNPP absorbance | inhibition, % at 13.3 µM | 0.52% of 290,000 active; in the data active = inhibition above about 50%; also: some compounds called inactive have numbers as strong as hits
An asterisk follows results filed as active; ? = inconclusive; nt = not tested or not shown. Rule as the data show it, unless noted: active = inhibition above about 30%; inactive = the rest.

SMILES	FadD28 binding	BoNT-F LC inh	Rv3671c protease	GDH-TPI counter	MazEF act	UGM FP inh	CCHF vOTU inh	BioA inh	Mtb FBA inh	VHR inh abs
Cc1nnc(NC(=O)C2CC(=O)N(C(C)c3ccccc3)C2)s1 (stereo not drawn)	-2.8	22	3	-12	8	-2.5	15	0.1	1	1
Cc1ccc2nc(-c3ccc(N4C(=N)SC5CS(=O)(=O)CC54)cc3)sc2c1 (stereo not drawn)	-2.1	-6	-4	20	6	-1.3	-55	-0.5	48*	18
CSc1ccc(/C=C(\NC(=O)c2ccco2)C(=O)N2CCCCC2)cc1	-1.1	17	nt	37*	4	-0.3	-3	1.1	-3	26
CCCOC(=O)c1ccc(N2C(=O)c3ccccc3C2=O)cc1	-4.6	0	4	-4	-6	1.4	-3	nt	-3	-3
O=C(CCNS(=O)(=O)c1ccc2[nH]c(=O)oc2c1)NCc1ccccc1	-0.3	0	8	1	1	-0.4	-3	-0.9	1	1
COC(=O)CSc1nc2c(c(-c3ccc(O)cc3)c1C#N)CCCC2	-4.4	0	-3	5	-12	2.7	9	3.1	0	11
CCOc1ccccc1NC(=O)N1C2CCCC1CC(NC(=O)C1CC1)C2 (stereo not drawn)	-1.1	8	6	-2	-5	0.1	-3	nt	4	18
COc1ccc(NC(=O)c2cc3c(Cl)nc4ccccc4c3s2)c(OC)c1	-1.6	-3	-7	2	7	-0.7	-14	nt	1	4
COC(C(=O)Nc1ccc(C(C)=O)cc1)c1ccccc1 (stereo not drawn)	2.1	1	5	7	5	-3.3	9	nt	0	-6
CNC(=O)C1CCC(=O)N1Cc1ccc(C)cc1 (stereo not drawn)	-1.9	0	-3	-1	-3	-1.6	9	0.0	1	5
O=C(NCc1cccnc1)c1ccccc1-c1nc(-c2ccccc2)no1	-4.4	-4	-4	-7	-2	-0.2	-3	nt	-2	13
COc1cccc(N(CC(=O)NCCSCc2ccco2)S(=O)(=O)c2ccccc2)c1	-1.8	-1	-9	0	-1	-2.1	-1	-1.0	3	12
COC(=O)CN1C(=O)[C@H]2[C@@H](c3ccc(C)o3)N3C(=O)CN(CC4CC4)C(=O)[C@@]3(Cc3ccccc3)[C@H]2C1=O	nt	3	3	1	3	3.8	1	nt	5	36
O=C(c1ccc(N2C(=O)c3ccccc3C2=O)cc1)N1CCCCC1	-1.7	8	0	7	10	-2.1	6	nt	-5	-5
Cc1ccc(Cc2c(-c3ccc(F)cc3)nc3cc(C)ccn23)cc1	-4.0	0	nt	5	-22	nt	-4	-2.5	15	nt
O=C(NCC(=O)N1CCCCCCC1)c1ccc(Cl)c(Cl)c1	-4.7	-7	nt	0	-2	nt	-1	-0.6	2	nt
C[C@@H]1ON(C)[C@H]2C[C@H]3c4[nH]c5ccccc5c4CCN3C(=O)[C@@H]12	-1.6	0	nt	-1	-3	nt	-22	-0.3	15	nt
COCCCNc1nc2nonc2nc1N1CCC(C(C)N2CCOCC2)CC1 (stereo not drawn)	-2.3	-10	11	7	3	4.4	-1	0.4	1	48
O=C(Cc1ccc(O)cc1)NC1CCCCCC1	-3.2	3	-2	-8	10	4.4	-13	0.2	-5	12
CCNc1nc(NC(C)CC)nc(ON=C(C)C)n1 (stereo not drawn)	0.5	0	4	-1	9	-0.8	-12	0.8	2	12

Five records drawn at random from the list so far, as already listed:
SMILES	FadD28 binding	BoNT-F LC inh	Rv3671c protease	GDH-TPI counter	MazEF act	UGM FP inh	CCHF vOTU inh	BioA inh	Mtb FBA inh	VHR inh abs
COc1cccc(N(CC(=O)NCCSCc2ccco2)S(=O)(=O)c2ccccc2)c1	-1.8	-1	-9	0	-1	-2.1	-1	-1.0	3	12
CCNc1nc(NC(C)CC)nc(ON=C(C)C)n1 (stereo not drawn)	0.5	0	4	-1	9	-0.8	-12	0.8	2	12
O=C(c1ccc(N2C(=O)c3ccccc3C2=O)cc1)N1CCCCC1	-1.7	8	0	7	10	-2.1	6	nt	-5	-5
O=C(Cc1ccc(O)cc1)NC1CCCCCC1	-3.2	3	-2	-8	10	4.4	-13	0.2	-5	12
O=C(NCc1cccnc1)c1ccccc1-c1nc(-c2ccccc2)no1	-4.4	-4	-4	-7	-2	-0.2	-3	nt	-2	13

Remaining list, next part:
SMILES	FadD28 binding	BoNT-F LC inh	Rv3671c protease	GDH-TPI counter	MazEF act	UGM FP inh	CCHF vOTU inh	BioA inh	Mtb FBA inh	VHR inh abs
COc1cc(NC(=O)C(=O)NCCN2CCNCC2)c(OC)cc1Cl	-5.0	-12	5	1	12	-0.3	-7	nt	-2	8
CC1(C(=O)NS(=O)(=O)c2ccc(Cl)cc2)CCN1C(=O)COc1ccc(Cl)cc1 (stereo not drawn)	-1.6	0	nt	8	nt	nt	-6	-0.3	5	nt
C=CCOC(=O)C1=C(C)NC(SCC(=O)Nc2ccccc2)=C(C#N)C1c1ccco1 (stereo not drawn)	-1.8	-1	1	3	1	1.1	-3	-1.3	2	-22
Cc1nc2ccc(Cl)cn2c1C(=O)NN	-2.2	-4	7	13	7	-0.6	-9	3.9	-1	11
COc1ccc(S(=O)(=O)N2CCCCC2)cc1NC(=O)c1ccccc1	-3.0	7	10	-1	7	-2.4	7	-1.4	-2	nt
C=CCc1c(C)nc2c(-c3ccccc3)cnn2c1N1CCOCC1	-1.0	23	nt	-10	12	-3.1	-4	-0.9	-3	7
NC(=O)C(=O)N/N=C/c1cccc(C(F)(F)F)c1	0.0	-8	-3	2	-4	1.6	-3	nt	2	13
O=C(Cc1ccc([N+](=O)[O-])cc1)Oc1ccccc1	-0.1	-10	nt	2	8	nt	20	-1.0	-2	nt
CC(C)(C)c1ccc(C(=O)Cn2nc(C(=O)O)c3ccccc3c2=O)cc1	0.3	2	-2	5	-10	-1.3	12	nt	2	1
CCn1cc(CN2CCC(n3nccc3NC(=O)Cc3ccccc3)CC2)cn1	0.5	-30	-2	4	1	0.3	11	-0.9	-2	2
COc1ccc(N=C2SC(C(=O)O)CC(=O)N2Cc2ccc(OC)c(OC)c2)cc1 (stereo not drawn)	0.1	8	-1	4	-6	-1.0	1	4.2	2	6
CCOC(=O)C1(CCc2ccccc2)CCN(Cc2ccc(C(=O)OC)cc2)CC1	0.3	-21	-6	-2	-13	-3.1	8	1.4	3	-42
Cc1ccc(C2C3=C(CC(C)(C)CC3=O)Nc3n[nH]c(C)c32)cc1 (stereo not drawn)	-3.8	7	-1	21	1	0.1	-21	-0.2	28*	17
COC(=O)c1c(NC(=O)C2SC(=NC3CCCCC3)C(C(N)=O)=C2N)sc2c1CCCC2 (stereo not drawn)	-0.1	-13	7	7	4	1.5	-4	1.2	0	10
O=C(CCC(=O)OCc1ccc(Br)cc1)Nc1ccccc1	-0.4	0	2	0	-1	-1.4	-1	nt	-2	0
O=C(NCc1ccncc1)C(=O)NCC1OCCCN1S(=O)(=O)c1ccccc1 (stereo not drawn)	-1.4	-3	3	5	2	3.4	0	nt	1	0
O=C(Nc1ccc2c(c1)OCO2)c1ccc(N2C(=O)c3ccccc3C2=O)cc1	-1.8	-1	-4	5	-16	2.1	-10	nt	-2	3
O=C(CN(Cc1ccc(F)cc1)C(=O)CNS(=O)(=O)c1ccc(Cl)cc1)NCC1CCCO1 (stereo not drawn)	0.7	-3	5	-7	1	-1.3	-5	0.2	2	36
Cn1nnnc1NCc1ccc(Cl)cc1	1.4	0	-3	1	10	-1.3	11	nt	4	21
Cc1nonc1NC(=O)CSc1nnc(-c2ccoc2C)n1C	-2.6	?	-5	1	3	1.1	14	-3.1	2	19
S=C(Nc1ccc(Cl)cc1Cl)N1CCN(c2ccccn2)CC1	-4.6	23	-5	-15	1	-2.3	-2	6.6	0	-1
CN(CCC#N)c1ccc(C=C(C#N)c2ccc(Br)cc2)cc1	-1.9	-4	nt	2	-49	nt	-4	nt	-5	nt
O=C(COC(=O)c1ccc(S(=O)(=O)N2CCOCC2)cc1)Nc1nc(-c2ccccc2)cs1	-2.5	-5	-4	-5	-7	2.8	-5	1.4	2	26
Cc1ccc(-n2c(=S)[nH]c3ccccc3c2=O)cc1C	-3.3	-3	nt	13	-3	nt	-3	-0.5	-2	nt
CCOc1ccc(N(CC(=O)Nc2ccccc2C)S(=O)(=O)c2c(C)noc2C)cc1	2.0	4	0	5	3	0.2	3	-1.8	3	0
CCOC(=O)N1CCN(S(=O)(=O)c2c(C(=O)N3CCCCC3)c(C)n(C)c2C)CC1	-1.6	-3	10	-2	12	-1.4	-8	-1.3	-1	6
C=CCSc1n[nH]c2nc3c(c(=O)n12)C1(CCCC1)Cc1ccccc1-3	-3.4	2	0	3	1	-2.0	-5	-1.2	23	14
CCCNC(=O)C1(CC2CC(c3ccccc3)=NO2)CCN(C(=O)C2CCCC2)CC1 (stereo not drawn)	-1.7	-2	-7	4	7	0.2	-3	2.1	2	nt
COc1ccc(CC(=O)NNC(=O)CCc2ccccc2)cc1OC	-4.6	-2	-6	3	7	-0.6	1	nt	-1	4
CC(=O)Nc1ccc(S(=O)(=O)NCCSCc2ccco2)cc1	-2.5	-9	2	6	6	2.5	-3	0.2	0	-6
CCOC(=O)c1cnc2ccc(C)cc2c1Sc1ccccc1C(=O)OC	-2.2	1	-5	12	-3	-0.1	6	0.1	-1	25
O=C1CC(NCc2cccs2)C(=O)N1c1ccc(Cl)cc1 (stereo not drawn)	-1.6	-3	-2	5	1	2.9	6	-0.3	2	35
N/C(=N\OS(=O)(=O)c1cc(Cl)ccc1Cl)c1ccncc1	-1.1	-7	5	2	2	2.2	-5	0.1	7	33
O=C(COC(=O)CSc1ccc(F)cc1)NCc1ccco1	-0.4	-1	-13	7	0	-2.1	14	0.3	5	nt
CCNS(=O)(=O)c1ccc2c3c(cccc13)C(=O)N2	-2.2	1	-4	19	-4	-0.5	-131	-0.2	65*	31
Cn1c(=O)c2c(nc(CN3CCN(CCO)CC3)n2CCc2ccccc2)n(C)c1=O	1.1	-2	0	9	3	-1.1	3	0.1	5	-2
O=C(Nc1cc(S(=O)(=O)N2CCCC2)ccc1Cl)c1cc(F)c(F)c(F)c1F	-2.9	-1	1	-1	1	-6.0	5	-0.9	-3	nt
CC1(C(=O)NCc2cccc3ccccc23)CCN1Cc1ccc(OC(F)(F)F)cc1 (stereo not drawn)	-3.0	2	nt	8	nt	nt	34*	-0.8	0	nt
Cc1ccc(N(CC(=O)N/N=C/c2cccc(Br)c2)S(C)(=O)=O)cc1	-1.3	-2	-10	14	-2	-0.6	-8	-1.8	-1	-13
O=C(CCN1C(=O)c2ccccc2C1=O)Nc1ccncc1	-1.7	6	4	6	10	2.0	0	-1.7	-1	0
CCOC(=O)c1ccc(NC(=O)CNNC(=O)COc2ccccc2C)cc1	-0.9	-8	-5	-6	-6	-1.6	14	1.6	0	nt
CC(C)CCN(C(=O)CNC(=O)c1cccs1)C(C(=O)NC1CCCC1)c1ccncc1 (stereo not drawn)	-0.5	6	7	3	10	0.4	-4	nt	3	3
COc1cccc(NC(=O)CSCc2cc(=O)n3ccsc3n2)c1	-0.9	-2	8	7	0	1.1	nt	0.1	1	5
COc1ccc(OC)c(CCNC(=O)c2ccc(NC3=NC4CS(=O)(=O)CC4S3)cc2)c1 (stereo not drawn)	-5.0	-6	-4	-1	16	-4.3	2	-1.0	1	2
Cc1ccc(C)c(NC(=O)CSc2ccc(-c3ccco3)nn2)c1	-2.1	-11	-8	14	-12	1.5	6	-2.3	-1	33
CC(C)CN1CC(COCc2ccccc2)Oc2ccccc2S1(=O)=O (stereo not drawn)	-0.4	-1	nt	1	-2	nt	4	-2.5	0	nt
